Screening data deposited in PubChem BioAssay by Broad Institute.
FN deposit inh = fibronectin deposition inhibition. AH1F fibroblasts, Alexa488-fibronectin deposition fluorescence, overnight. inhibition, % at 12.6 µM. actives 0.086% (n = 350,000). AID 743247;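 active = mean inhibition across replicates of 30% or more, regardless of how many single replicates reach that level; inconclusive = mean under 30% yet at least half of replicates reach 30%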;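 note: positive control wells lacked labelled fibronectin entirely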
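Assay system: AH1F fibroblasts assembling fluorescent fibronectin matrix; Amount: 10000 AH1F cells per well; Buffer or medium: DMEM, 2% serum; Probe or stimulus: Alexa488-fibronectin, 24 nM final in well; Doses: single compound dose, delivered by pin transfer; Incubation: 1 h adhesion, overnight exposure; Measured by: fluorescence 485/525 nm; Read-out: fibronectin deposition inhibition.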
E-sel inducer = E-selectin induction on HUVECs | P16581 | HUVEC E-selectin immunofluorescence imaging; normalized: neutral wells 0, TNF-alpha wells 100 | activation, % at 7.58 µM | actives 0.37% (n = 260,000) | AID 686992;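 active = mean E-selectin-positive cell signal at least 10% of the positive control, reached in at least 60% of replicates, without over 20% cell loss; inconclusive = no rule given, readout overlaps actives, possibly toxicity-flagged; inactive = the rest, including those meeting only one limit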;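 note: in these data hits start at about 27%; measured in HUVEC primary endothelial cells; signal is the percent of cells scored E-selectin positive by PE staining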
Target sequence (P16581 whole entry, looked up): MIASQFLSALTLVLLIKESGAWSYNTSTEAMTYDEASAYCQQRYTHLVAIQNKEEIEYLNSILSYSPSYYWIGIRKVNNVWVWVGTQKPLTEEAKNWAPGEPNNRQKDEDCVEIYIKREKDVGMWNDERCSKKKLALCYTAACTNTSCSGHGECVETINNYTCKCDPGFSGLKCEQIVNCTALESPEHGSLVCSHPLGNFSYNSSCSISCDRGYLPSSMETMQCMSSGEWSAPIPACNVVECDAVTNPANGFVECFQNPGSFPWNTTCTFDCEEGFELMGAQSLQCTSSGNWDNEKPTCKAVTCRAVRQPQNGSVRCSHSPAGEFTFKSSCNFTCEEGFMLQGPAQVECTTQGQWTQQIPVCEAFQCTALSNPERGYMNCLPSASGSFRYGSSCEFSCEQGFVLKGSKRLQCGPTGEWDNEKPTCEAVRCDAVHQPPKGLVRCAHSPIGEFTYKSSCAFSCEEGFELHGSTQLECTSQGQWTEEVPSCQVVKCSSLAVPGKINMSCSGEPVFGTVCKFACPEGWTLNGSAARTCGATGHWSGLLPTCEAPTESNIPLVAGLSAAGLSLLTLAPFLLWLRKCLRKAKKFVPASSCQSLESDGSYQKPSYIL
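Assay system: HUVEC, human umbilical vein endothelial cells / Amount: 3,000 HUVEC/well / Controls: TNF-alpha positive control, DMSO neutral control / Compound dosing: single concentration / Medium: EGM-2 over gelatin coat / Evaluation: percent E-selectin-positive cells / Signal: immunofluorescence imaging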
RAD54 branch = blocks human RAD54 Holliday junction branch migration. inhibition, % at 10.4 µM. actives 0.14% (n = 360,000). FAM/BHQ fluorescence;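 active = mean normalized replicate activity at least 40 and at least half of replicates scoring 40 or more; inconclusive = only one of the two criteria met; inactive = mean below 40 and under half of replicates reaching 40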;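 note: 0% = median of neutral control wells and 100% = median of positive control wells; inhibitors cause a drop in the FAM fluorescence signal; in these data hits start at about 50%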
EWS-Fli block = inhibitors of EWS/Fli oncoprotein transcriptional activity | inhibition, % at 12.6 µM | actives 0.67% (n = 350,000) | A673 NR0B1-luciferase reporter, viability-normalised;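 active = mean inhibition of at least 50% after viability correction, with every replicate also passing that limit; inconclusive = mean reaches 50% but only one of two replicates passes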;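 note: firefly luciferase signal divided by Alamar Blue viability fluorescence both relative to DMSO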
Xi reactivation = reactivates the inactive X chromosome in mouse fibroblasts | actives 0.055% (n = 360,000) | AID 743238 | XiGFP mouse fibroblasts, % GFP-positive cells imaging, 3 d; cells co-treated with 5-aza-dC sensitizer; scaled so ellipticine positive control = 100% | activation, % at 7.58 µM;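 active = mean normalized replicate activation at least 10% and every replicate at or above 10%; inconclusive = only one of the two criteria met; inactive = mean below 10% and not all replicates reach 10%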;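 note: 0% = median of on-plate neutral control wells and 100% = ellipticine 6 µM median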
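Assay system: SV40-immortalized XiGFP fibroblast cells, line 68-5-11; buffer or medium: DMEM plus 5-aza-dC sensitizer; compound: one concentration, pinned; timing: compounds 3 days, fix/stain 15 min at room temperature; benchmarks: positive control ellipticine, 6 µM final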
S100A4 inh HTS = inhibitors of human S100A4 binding to myosin IIA peptide. AID 652163. S100A4/TAMRA-MyoIIA peptide fluorescence polarization. P26447. inhibition, % at 10.7 µM. actives 0.14% (n = 360,000);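 active = mean inhibition of at least 70% across replicates, with every replicate also reaching that level; inconclusive = mean inhibition reaches 70% but some replicates fall short; inactive = mean inhibition below 70%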
Target sequence (P26447 whole entry, looked up): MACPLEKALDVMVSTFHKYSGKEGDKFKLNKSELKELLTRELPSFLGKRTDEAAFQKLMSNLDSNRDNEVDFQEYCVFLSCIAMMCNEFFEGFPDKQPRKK
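incubation = readout 5 min after mixing, signal stable up to 60 min | system = S100A4 monomer protein | buffer or medium = HEPES pH 7.2 with CaCl2, KCl, NaCl, DTT, Triton | benchmarks = neutral control DMSO, positive control TFP | also added = fluorescent myosin IIA peptide, 5 nM | compound dosing = one concentration per compound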
esBAF inh = SWI/SNF esBAF complex inhibition | actives 2% (n = 350,000) | reporter increase, % at 12.5 µM | mouse ES cells, Bmi1-luciferase knock-in reporter, 24 h; 100% = twice the neutral-well signal; in the data active = activation above about 40%; inconclusive = no clear call, values can overlap the other calls;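 note: 0% = median of the plate's neutral control wells and 100% = double that signal; a rise in the Bmi1 reporter signal indicates esBAF inhibition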
RAD52 inh = blocks human RAD52 DNA annealing. actives 0.46% (n = 360,000). AID 651710. inhibition, % at 18.7 µM. P43351. recombinant RAD52 DNA annealing, FRET fluorescence;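 active = every replicate showing at least 50% inhibition; inconclusive = mean inhibition at least 50% but not in every replicate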
An asterisk follows results filed as active; ? = inconclusive; . = not tested or not shown; & = joins results of further samples.

Start of the data: the first two records, ahead of the listing:
SMILES	FN deposit inh	E-sel inducer	RAD54 branch	EWS-Fli block	Xi reactivation	S100A4 inh HTS	esBAF inh	RAD52 inh
C[C@H](CO)N1C[C@H](C)[C@H](CN(C)S(=O)(=O)c2ccccc2F)Oc2ncc(/C=C/c3ccccc3)cc2C1=O	-6	0.0	0&4	6&15	0.0	1&12	3&-4	-5&-3
CC(C)Oc1cc2ccccc2cc1CNC[C@H]1O[C@@H](n2cnc3c(N)ncnc32)[C@H](O)[C@@H]1O	-7	-0.2	4	0	0.3	-1	2	1

This part in full, from the first entry:
SMILES	FN deposit inh	E-sel inducer	RAD54 branch	EWS-Fli block	Xi reactivation	S100A4 inh HTS	esBAF inh	RAD52 inh
C[C@H](CO)N1C[C@H](C)[C@H](CN(C)S(=O)(=O)c2ccccc2F)Oc2ncc(/C=C/c3ccccc3)cc2C1=O	-6	0.0	0&4	6&15	0.0	1&12	3&-4	-5&-3
CC(C)Oc1cc2ccccc2cc1CNC[C@H]1O[C@@H](n2cnc3c(N)ncnc32)[C@H](O)[C@@H]1O	-7	-0.2	4	0	0.3	-1	2	1
N#CCC(=O)N/N=C\c1cc(Br)ccc1OC/C=C/c1ccccc1	-7	.	2	-98	2.0	-2	22	-64
C=CCOc1ccccc1/C=N/NC(=O)Cc1ccccc1	8	.	-4	4	-0.1	0	-4	0
N#CCCN(C(=O)COC(=O)/C=C/c1cccs1)c1ccccc1	-1	4.2	4	-1	-0.1	1	-7	-8
COC(=O)c1sc(NC(=O)CSc2nc3cccnc3n2C)nc1C	0	.	2	-22	0.2	0	2	-22
O=C(Cn1nnc(-c2ccccc2)n1)NC(=O)NC1CCCC1	-5	-0.4	1	-1	-0.1	0	-2	-13
COc1ccc(S(=O)(=O)N2CCN(C(=O)CCNC(=O)c3ccccc3Cl)CC2)cc1	-2	-0.1	9	-5	0.0	-6	-4	-8
COC(CNC(=O)Cc1c(C)nc2c(-c3ccccc3)c(C)nn2c1C)OC	0	.	.	-13	0.0	0	.	-8
CC(NC(=O)C(Cc1ccccc1)n1cccc1)c1ccccc1 (configuration not stated)	-2	0.5	.	13	0.0	-3	.	-21
CCCNC(=O)Nc1ccc2c(c1)C(=O)N(C)[C@@H]1CC[C@H](CC(=O)NCC3CCCCC3)O[C@@H]1CO2	-37	0.0	0	-6	0.2	-4	3	-1
O=C(Nc1cccc(F)c1)NC1(C(=O)N2CCC(O)CC2)CCCCC1	-1	-0.1	13	-5	0.2	-8	-1	1
CN1CCC(=O)N([C@H](CSc2ccc(Br)cc2)Cc2ccccc2)CC1	0	0.5	5	8	0.0	-7	-10	-7
N#CCc1nn(Cc2ccc(F)cc2)c(=O)c2ccccc12	22	.	6	6	0.1	-2	-4	-10
COCCN(Cc1cc2cc3c(cc2nc1Cl)OCO3)C(=O)c1ccc(C)cc1	-2	0.4	4	7	0.0	1	2	-6
COc1ccc(NC(=O)Nc2cccc3c2O[C@H](CN(C)Cc2ccc4c(c2)OCO4)[C@@H](C)CN([C@@H](C)CO)C3=O)cc1	.	0.1	-5	.	-0.1	118*	0	7
CN(C)c1nc(N)c2ncc(=S)[nH]c2n1	-23	.	.	-3	0.0	0	2	-18
COC(=O)c1cc(-n2cccc2)ccc1N1CCOCC1	6	0.1	.	6	0.1	-3	-9	-1
CCOC(=O)Nc1ccc2c(c1)N(C(=O)CCN(CC)CC)c1ccccc1S2=O (configuration not stated)	-1	?	12	6	0.0	-3	1	-5
COc1ccc(CN2CCC[C@]3(N[C@H](c4ccc(OC)cc4)[C@@H]4C(=O)N(C)C(=O)[C@@H]43)C2=O)cc1	9	0.1	2	8	-0.1	2	1	-25
CCN(CC)C(=O)C1=C(C)N(Cc2ccc(F)cc2)C(=O)C(CC(=O)NCCCCc2ccccc2)C1 (configuration not stated)	-3	-10	-6	-8	-0.1	0	1	-7
C/C=C/c1ccc2c(c1)O[C@H](CN(C)Cc1ccccn1)[C@H](C)CN([C@@H](C)CO)S2(=O)=O	.	-0.1	7	-16	0.4	12	1	-9
N#C/C(=C/c1ccc(O)c([N+](=O)[O-])c1)C(=O)Nc1ccccc1	3	.	.	13	0.0	-1	.	-3
C=CCNCCCOc1ccc(Cl)cc1Br	3	.	4	-7	-0.1	-20	.	-7
N#CC1(NC(=O)COC(=O)C2=COCCO2)CCCCC1	0	0.1	-6	-15	0.3	-3	-5	0
SMILES	FN deposit inh	E-sel inducer	RAD54 branch	EWS-Fli block	Xi reactivation	S100A4 inh HTS	esBAF inh	RAD52 inh
CC1(C(=O)NS(=O)(=O)Cc2ccccc2C(F)(F)F)CCN1C(=O)Cc1ccccc1 (configuration not stated)	-3	-0.2	4	-8	0.0	5	-2	-5
Cc1ccc2ccccc2c1CSc1nc(N)nc2c1ncn2CC(C)C	-4	-0.3	.	11	0.0	8	.	-6
O=C1CN(C(=O)CN2CCN(S(=O)(=O)c3ccccc3F)CC2)c2ccccc2N1	-5	-0.2	-8	3	0.0	7	2	-7
Cn1cnc(S(=O)(=O)N[C@H]2CC[C@H](CC(=O)NCC3CC3)O[C@@H]2CO)c1	-10	-0.4	-8	-1	-0.2	?	4	4
COc1ccc(N=C2SC(C(N)=O)CC(=O)N2Cc2ccc3c(c2)OCO3)cc1 (configuration not stated)	13	.	-3	1	-0.1	1	7	-2
CCCC(=O)N(CCN1CCOCC1)c1nc2ccc(OCC)cc2s1	11	.	-2	-15	0.0	-7	4	-13
CCOc1ccc(S(=O)(=O)Nc2cccc(C(=O)N3CC(C)OC(C)C3)c2)cc1 (configuration not stated)	0	.	7	7	0.4	14	1	-3
COc1ccc(S(=O)(=O)Nc2ccc3c(c2)C(=O)N([C@H](C)CO)C[C@H](C)[C@@H](CN(C)C(=O)Nc2ccccc2)O3)cc1	2	0.0&0.0	4	-6	-0.2&-0.3	3	1	-11
COc1ccc(-c2nc3cccc(C)n3c2NCC2CCCO2)cc1O (configuration not stated)	6	-0.9	10	-9	0.0	-1	34	-17
O=C(NCC[C@@H]1CC[C@@H](NS(=O)(=O)c2cccc(F)c2)[C@@H](CO)O1)C1CCC1	.	-0.4	5	6	-0.1	2	-2	9
c1ccc(N2CCN(C3CCSC3)CC2)cc1 (configuration not stated)	.	.	-17	-1	.	-13	-1	-6
COCCSc1nnc(NC(=O)Cc2ccc(OC)cc2)s1	-5	.	3	0	-0.2	5	4	1
O=C(CSc1nnc(NC(=O)c2ccco2)s1)Nc1ccccc1	-7	3.2	-19	-9	0.2	-2	.	-16
C[C@@H]1CCCCO[C@H](CN(C)Cc2ccncc2)[C@H](C)CN([C@@H](C)CO)C(=O)c2cc(NC(=O)NC3CCCCC3)ccc2O1	3	0.1	-5	56*	0.2	28	-6	5
COC(C(=O)NNS(=O)(=O)c1ccccc1[N+](=O)[O-])c1ccccc1 (configuration not stated)	1	0.1	-5	7	-0.1	2	-5	-9
CCNC(=O)[C@@H]1[C@@H](CO)[C@@H]2Cn3c(ccc(-c4cccnc4)c3=O)[C@@H]2N1Cc1ccc2c(c1)OCO2	.	0.1	-8	-3	0.6	37	-1	-4
O=C(C1CCOCC1)N1CC(=O)N2[C@H](C1)[C@H](c1ccc(C#Cc3cccc(F)c3)cc1)[C@@H]2CO	.	-0.2	.	9	0.1	-10	.	9
O=C(O)c1cc(-c2c[nH]c3ccccc23)nc2ccc3ccccc3c12	3	.	.	-7	0.4	21	.	-82
O=C(NCc1ccccc1C(F)(F)F)C1CC(c2cc(C(F)(F)F)cc(C(F)(F)F)c2)=NO1 (configuration not stated)	8	-0.2	-4	-4	0.0	7	-5	-5
Cc1cccc(Nc2nc(N3CCOCC3)nc(N3CCOCC3)n2)c1	25	0.9	-11	1	0.0	6	2	-7
C[C@@H]1CN([C@H](C)CO)S(=O)(=O)c2ccc(-c3ccc(C#N)cc3)cc2O[C@@H]1CN(C)Cc1cccc(F)c1	.	-0.1	4	24	-0.8	1	-6	11
O=C(C[C@@H]1C[C@H]2c3cc(NC(=O)C4CCC4)ccc3O[C@H]2[C@H](CO)O1)NCc1ccccc1	-6	-0.5	-8	44	0.3	8	6	-19
O=C(CCC(=O)OCC(=O)c1ccc(Br)cc1)Nc1cccc2cccnc12	4	-0.5	-1	.	.	.	4	.
CC(=O)NC1=NN(C(C)=O)C(C)(CC(=O)OC(C)(C)C)S1 (configuration not stated)	.	.	.	-7	0.3	-6	.	6
COC(=O)c1ccc(N2CCN(CCNC(=O)Nc3ccc(OC)cc3)CC2)cc1	0	0.0	0	19	0.0	2	-4	-6
SMILES	FN deposit inh	E-sel inducer	RAD54 branch	EWS-Fli block	Xi reactivation	S100A4 inh HTS	esBAF inh	RAD52 inh
C=CCn1c(SCC(=O)c2ccc(O)c(O)c2)nnc1-c1cccc(OC)c1	1	-0.4	6	25	0.0	-10	-2	-12
Cc1c(NC(=O)COC(=O)/C=C/c2cccc(Br)c2)c(=O)n(-c2ccccc2)n1C	-2	-0.7	-6	2	-0.5	-3	4	6
COCCOC(=O)c1c(NC(=O)CNCc2ccco2)sc(C(N)=O)c1C	-3	-0.6	-4	6	0.1	5	.	-34
COc1ccc(/C=C(\CC(=O)O)c2nc3ccccc3s2)cc1O	5	1.2	-10	1	-0.1	-6	9	-25
Nc1ncc([N+](=O)[O-])cc1Br	-7	1.8	3	4	0.2	1	.	-24
C[C@H]1CN([C@@H](C)CO)C(=O)Cc2cc(NC(=O)Nc3ccc(F)cc3)ccc2O[C@H]1CN(C)C(=O)NC1CCCCC1	.	.	-18	3	.	-5	3	-5
COc1ccc2c3c(n(C)c2c1)[C@@H](CO)N(CC1CC1)CC31CN(C(=O)NC2CCCC2)C1	.	0.6	.	-8	0.3	3	.	5
CC(=O)N/C(=C\c1ccc(C)cc1)C(=O)O	1	0.1	.	-3	0.1	-1	.	-8

Profiles from above:
CC(=O)N/C(=C\c1ccc(C)cc1)C(=O)O reads FN deposit inh: 1; E-sel inducer: 0.1; RAD54 branch: .; EWS-Fli block: -3; Xi reactivation: 0.1; S100A4 inh HTS: -1; esBAF inh: .; RAD52 inh: -8
Nc1ncc([N+](=O)[O-])cc1Br reads FN deposit inh: -7; E-sel inducer: 1.8; RAD54 branch: 3; EWS-Fli block: 4; Xi reactivation: 0.2; S100A4 inh HTS: 1; esBAF inh: .; RAD52 inh: -24
Cc1c(NC(=O)COC(=O)/C=C/c2cccc(Br)c2)c(=O)n(-c2ccccc2)n1C reads FN deposit inh: -2; E-sel inducer: -0.7; RAD54 branch: -6; EWS-Fli block: 2; Xi reactivation: -0.5; S100A4 inh HTS: -3; esBAF inh: 4; RAD52 inh: 6
